Screening results deposited in PubChem BioAssay by National Center for Advancing Translational Sciences (NCATS).
aSyn yeast rescue: rescues yeast growth from alpha-synuclein toxicity; S. cerevisiae alpha-synuclein toxicity rescue, BacTiter-Glo growth, 24 h; Potency, µM (titrated, usually from 46.1 µM), without a hit: at the highest dose growth rescue (activation), hits mostly activators; 94,000 compounds, 0.02% hits; AID 1347070; active = well fitted activation curve with a large enough effect; note: 0% is about no effect
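Growth restoration measured by BacTiter-Glo luminescence after 24 hr at 30 deg C; alpha-synuclein yeast, raffinose-pregrown to mid-log, were added at OD600=0.02 in galactose medium onto pinned compounds.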
* hit, by the source's call; & = joins results of further samples. Potency is the fitted concentration of half-maximal effect. Some of the compounds tested (hit frequency here may not be typical).

A first look, 2 compounds:
SMILES | aSyn yeast rescue
CCc1ccc(-n2c(=O)c3cccnc3n2CC(=O)NCc2ccc(C)cc2)cc1 | 10%
O=S(=O)(Cc1ccccc1)N=Nc1c(O)[nH]c2ccc(Br)cc12 | 12%

This part in full (from the top)
SMILES | aSyn yeast rescue
CCc1ccc(-n2c(=O)c3cccnc3n2CC(=O)NCc2ccc(C)cc2)cc1 | 10%
O=S(=O)(Cc1ccccc1)N=Nc1c(O)[nH]c2ccc(Br)cc12 | 12%
O=C(Cn1nnc(-c2ccc(C(F)(F)F)cc2)n1)NCCc1ccccc1 | -3%
O=C(CN1C(=O)NC2(CCCC2)C1=O)Nc1ccc(Cl)cc1F | -1%
COc1ccccc1NC(=O)c1sc2nc(C)c(C(=O)Nc3ccc(C)cc3C)c(-c3ccc(Br)cc3)c2c1N | 6%
CC(=O)c1ccc(NC(=O)CN(C)S(=O)(=O)c2cc3c(cc2Cl)NC(=O)CO3)cc1 | -5%
CCCCn1c(=O)c2oc3ccccc3c2n(CC(=O)Nc2cc(C)ccc2C)c1=O | 0%
COc1cccc(CCNC(=O)c2c(O)nc3ccccn3c2=O)c1 | 5%
CC(C)Oc1ccc(CNC(=O)CCCn2c(=O)c3cccn3c3cccnc32)cc1 | -16%
COc1ccc(NC(=O)CCCN2C(=O)C(c3ccccc3)Oc3cccnc32)c(OC)c1 (configuration not stated) | 6%
Cc1ccc(N(CC(=O)Nc2ccc(C)c(Cl)c2)S(=O)(=O)c2cccs2)cc1 | -1%
O=C(Nc1ccc(O)cc1)c1ccc(NC(=O)c2ccco2)cc1 | -2%
COc1cccc(CC(=O)N2CCCC(CCC(=O)N3CCN(c4ccccn4)CC3)C2)c1 (configuration not stated) | 7%
CCOC(=O)c1ccc(Nc2nn3c(=O)c4ccccc4nc3s2)cc1 | -5%
O=C(CSc1ccc2nnc(-c3cccs3)n2n1)N1CCCC1 | 3%
CC1(C)C(c2cccs2)=[N+]([O-])C2(CCCCC2=O)N1O (configuration not stated) | 3%
COc1cccc(CN2CCN(Cc3cccc4nonc34)CC2CCO)c1 (configuration not stated) | 13%
Cc1nn(-c2ccccc2)c2c1N(CC(=O)N1CCN(c3ccc(Cl)cc3)CC1)C(=O)CS2 | -1%
CC(=O)NNC(=S)Nc1cccc(F)c1 | -1%
O=C(NCc1cn2ccsc2n1)c1cccs1 | 4%
COc1cc(/C=N/Nc2ccccc2)ccc1O | 6%
CCOc1ccc(N(CC)S(=O)(=O)N2CCCC(C(=O)Nc3ccc(NC(C)=O)cc3)C2)cc1 (configuration not stated) | -7%
COCCN(C(=O)COC(=O)Cc1ccc(Cl)cc1)c1c(N)n(Cc2ccccc2)c(=O)[nH]c1=O | 2%
COCCn1c(=O)[nH]c2cc(C(=O)Nc3cccc(F)c3)ccc2c1=O | 0%
CCCCN(C(=O)COC(=O)C1(c2ccccc2)CC1)c1c(N)n(CCC)c(=O)[nH]c1=O | 0%
CC1CCCCN1C(=O)CSc1nc(-c2ccccc2)no1 (configuration not stated) | 5%
NC(=O)c1nnsc1-c1ccc(-c2snnc2C(N)=O)cc1 | 6%
O=C(CCCN1C(=O)c2ccccc2C1=O)NCCc1ccc(OC(F)F)cc1 | -6%
COc1ccc(OC)c(NC(=O)Cn2ncc3c2-c2ccccc2OC3)c1 | 11%
NC(=O)c1ccc(NC(=O)COC(=O)c2ccccc2SCC(=O)N2CCCC2)cc1 | 4%
COc1ccc(Nc2nc(Nc3ccc(OC)cc3OC)nc(N3CCN(C)CC3)n2)c(OC)c1 | 3%
COc1ccc(Nc2nc(NCC3CCCO3)c3ccccc3n2)c(OC)c1 (configuration not stated) | 0%
CCCCCCOc1ccc(N2C(=O)CC(NCc3ccc(S(N)(=O)=O)cc3)C2=O)cc1 (configuration not stated) | 1%
COc1ccc(Cl)cc1-n1cc(-c2ccccc2)nc1SCC(=O)Nc1ccc(C)cc1 | 23%
Cc1ccc(S(=O)(=O)N(Cc2cccc(F)c2)C(=O)N2CCN(C)CC2)cc1 | -1%
COc1cc2nc(SCC(=O)Nc3cccc(C)c3)n3nc(-c4ccccc4)nc3c2cc1OC | -11%
Fc1ccc(NC(=S)Nc2ccc(Cl)cc2Cl)cc1 | -23%
CC1CN(C(=O)CCC(=O)NCc2cccnc2)c2ccccc2O1 (configuration not stated) | -5%
CCOCCCNC(=O)c1ccc(-n2c(-c3ccccc3)cc3c2CCCCC3)cc1 | 2%
CCC(=O)N(Cc1cc(=O)[nH]c2ccccc12)c1ccc(C)cc1 | -8%
CCOCCc1nn2c(=O)cc(COC(=O)c3ccccc3NC(=O)C3CCCCC3)nc2s1 | 0%
COc1cc(OCc2ccccc2)c(C(=O)/C=C/c2ccc3c(c2)OCO3)c(OC)c1OC | 5%
COCCCNC(=O)Cn1c(=O)n(Cc2ccc(C(=O)NCCc3ccc(OC)c(OC)c3)cc2)c(=O)c2ccccc21 | -5%
CCCC(=O)N1c2nc(C(C)C)nn2C2(CCCCC2)[C@@H]2CCCC[C@@H]21 | 0%
COc1ccc(OCCOC(=O)CCS(=O)(=O)c2ccc(C)cc2)cc1 | 17%
CCc1nn(CC(=O)NCCc2ccc(OC)c(OC)c2)c(=O)c2cc3occc3n12 | -13%
CCCCOc1ccc(C(O)C(CN2CCCCC2)c2ccccc2)cc1 (configuration not stated) | 4%
Cc1nnc(NC(=O)c2nc(SCc3ccccc3F)ncc2Cl)s1 | 3%
C[C@@H]1CN([C@@H](C)CO)C(=O)c2cc(Br)cnc2O[C@H]1CN(C)C(=O)c1cccc(F)c1 | 0%
CCSc1ccccc1C(=O)NC1CCCCC1 | -4%
C[C@@H]1CN([C@H](C)CO)C(=O)CCCn2nncc2CO[C@H]1CN(C)C(=O)Cc1ccccc1 | -7%
O=C(O)c1ccc2c(c1)S(=O)(=O)c1cc(N3CCN(c4ncccn4)CC3)ccc1C2=O | 9%
COc1cc(-c2c(NC(=O)c3ccco3)oc3ccc(Cl)cc3c2=O)cc(OC)c1OC | 5%
Cc1nnc2c3ccccc3nc(Nc3cccc(O)c3)n12 | -6%
COc1ccccc1NC(=O)COC(=O)c1ccc2c(=O)n3c(nc2c1)CCC3 | 3%
Cc1c(CC(=O)N2CCCCC2)c(=O)oc2cc(O)ccc12 | 7%
COc1ccccc1S(=O)(=O)N(C)C[C@@H]1Oc2ncc(-c3ccc(C)cc3)cc2C(=O)N([C@H](C)CO)C[C@@H]1C | 1%
Cc1ccccc1N(CC(=O)NC1CCCC1)C(=O)C1(C)CC(=O)N=C2C=CC(Cl)=CN21 (configuration not stated) | 3%
CCOc1ccc(C(CC(=O)O)NC(=O)c2cccs2)cc1OC (configuration not stated) | 5%
COc1ccccc1OCC(=O)Nc1cccc(-c2nnc(-c3ccco3)o2)c1 | -18%

(listing goes on)
SMILES | aSyn yeast rescue
COc1ccc(C)cc1NC(=O)C(CCS(C)(=O)=O)NC(C)=O (configuration not stated) | -1%
O=C(NC1CCC(O)CC1)c1ccc(-c2ccc([N+](=O)[O-])cc2)o1 (configuration not stated) | 1%
CN(Cc1ccccc1)C(=O)c1[nH]cnc1C(=O)Nc1ccccc1F | -2%
CCOC(=O)c1c(C)nc(C)c(C(=O)OCC)c1-c1cccc([N+](=O)[O-])c1 | 6%
Cc1cc(C)c2c(CC(=O)O)c(C)[nH]c2c1 | 1%
Cc1ccc2nc3sc(C(=O)Nc4ccc(F)cc4)cc3cc2c1 | 7%
COc1ccc(CCNC2=CC(=O)CC(C)(C)C2)cc1 | -1%
CC(C)Oc1ccccc1NC(=O)CSc1nccn1C | -4%
O=C(Cc1ccccc1[N+](=O)[O-])NCCC1=CCCCC1 | 7%
O=C(NCC1CCCO1)c1ccc2c(c1)N(Cc1ccc(Cl)cc1)CCS2 (configuration not stated) | 2%
COc1ccc(-n2c(Cc3cccn3C)nnc2SCC(=O)N2CCCC2)cc1 | 0%
CCCc1cc(C(=O)OC)c(NC(=O)CCC(=O)O)s1 | 12%
Cc1nc(-c2ccc(F)cc2)sc1CCNC(=O)c1cccs1 | -28%
CC(=O)c1nnn(-c2ccc([N+](=O)[O-])cc2C)c1C | 10%
O=C(Nc1ccc(OC(F)(F)F)cc1)c1noc2c1CCCC2 | -4%
Oc1c(C(c2ccccc2)N2CCCC2)sc2nc(-c3ccco3)nn12 (configuration not stated) | -8%
CN1C(=O)N(c2nnc(C(C)(C)C)s2)C(=O)C1c1ccccc1 (configuration not stated) | 2%
Cc1cccc(N2CCN(C(=O)c3noc4c3COc3ccc(C)cc3-4)CC2C)c1 (configuration not stated) | -7%&3%
COc1ccc([N+](=O)[O-])cc1NC(=O)COC(=O)c1ccc(O)cc1 | 7%
O=C(CCl)NCCNC(=O)c1cc(OCC(F)(F)F)ccc1OCC(F)(F)F | 0%
CCN1CCN(C(=O)c2ccc3c(c2)N(Cc2cccc(Cl)c2)C(=O)c2ccccc2S3=O)CC1 (configuration not stated) | 7%
Oc1c(C(c2cccc(Br)c2)N2CCCC2)sc2nc(-c3ccco3)nn12 (configuration not stated) | 3%
Cc1ccc(-n2ncc(C(=O)Nc3ccc4c(c3)OCCO4)c2C2CCN(C(=O)OC(C)(C)C)CC2)cc1C | -1%
COc1ccc(CNC(=O)Cn2ccc([N+](=O)[O-])n2)cc1OC | -2%
COc1cc(NC(=O)c2ccc(C(=O)Nc3cc(OC)c(Cl)cc3OC)cc2)c(OC)cc1Cl | -2%
COc1ccc(C(C)=O)cc1COC(=O)CCC(=O)N(CC(C)C)c1c(N)n(CC(C)C)c(=O)[nH]c1=O | -6%
CCN(CC)CCNC(=O)C(=O)NCC(c1cccnc1)N1CCN(c2ccccc2)CC1 (configuration not stated) | -2%
C[C@H](NC(=O)c1ncn2c1C(=O)NC[C@@H]2C)c1ccccc1 | 2%
COc1ccccc1NC(=O)C1=C(C)Nc2nc(-c3ccco3)nn2C1c1cccc(C)c1 (configuration not stated) | 3%
CCN(CC)CCOC(=O)c1ccc(NC(=O)CCn2c(=O)oc3ccccc32)cc1 | 7%

Part of the list above in order of molecular weight, largest number first:
SMILES | aSyn yeast rescue
Cc1ccc(-n2ncc(C(=O)Nc3ccc4c(c3)OCCO4)c2C2CCN(C(=O)OC(C)(C)C)CC2)cc1C | -1%
COc1ccc(C(C)=O)cc1COC(=O)CCC(=O)N(CC(C)C)c1c(N)n(CC(C)C)c(=O)[nH]c1=O | -6%
Oc1c(C(c2cccc(Br)c2)N2CCCC2)sc2nc(-c3ccco3)nn12 (configuration not stated) | 3%
COc1ccccc1NC(=O)C1=C(C)Nc2nc(-c3ccco3)nn2C1c1cccc(C)c1 (configuration not stated) | 3%
CCN(CC)CCOC(=O)c1ccc(NC(=O)CCn2c(=O)oc3ccccc32)cc1 | 7%
Oc1c(C(c2ccccc2)N2CCCC2)sc2nc(-c3ccco3)nn12 (configuration not stated) | -8%
COc1ccc([N+](=O)[O-])cc1NC(=O)COC(=O)c1ccc(O)cc1 | 7%

Remaining list, next part.
SMILES | aSyn yeast rescue
CCC(C)NC(=O)C1CCC(CNS(=O)(=O)c2ccc(Cl)cc2)CC1 (configuration not stated) | -6%
CCOc1cc(CNC2CCCC2)ccc1OCc1ccccc1Cl | -8%
Cc1ccccc1N(CC(=O)NCc1ccccc1)C(=O)CCC(=O)Nc1nccs1 | 4%
COCCn1c(C)cc(O)c(C(c2ccccc2)N2CCCCC2)c1=O (configuration not stated) | -10%
COc1ccc(S(=O)(=O)Nc2cc([N+](=O)[O-])ccc2OC)cc1 | 7%
COc1cccc(CNC(=O)c2nn(C)c3c2CS(=O)(=O)c2ccccc2-3)c1 | 9%
Cc1cc(C)c(NC(=O)C2CC(=O)N(Cc3ccccc3)C2)c(C)c1 (configuration not stated) | 3%
CCn1c(C(=O)Nc2cc(Cl)ccc2C)cc2sc(Cl)cc21 | -9%
Cc1cc(C(=O)N/N=C/c2cccs2)n[nH]1 | -7%
O=C(Cn1cc(C(F)(F)F)ccc1=O)N/N=C/c1ccc(F)cc1 | -6%
COc1ccc(CCNC(=O)c2ccc3c(Cl)c4c(nc3c2)CCCC4)cc1OC | 1%
COc1ccc(Cl)cc1S(=O)(=O)N1CCN(Cc2cccc(F)c2)CC1 | 9%
COc1ccc(OCCCn2c(C)nc3cc(C)c(C)cc32)cc1 | 9%
COc1ccc(-c2cccc(NS(=O)(=O)c3ccc(NC(C)=O)cc3)c2)nn1 | 4%
CC1CCCCN1C(=O)Cn1c(=O)n(-c2ccc(Cl)cc2)c(=O)c2c3c(sc21)CCC3 (configuration not stated) | -3%
CCOC(=O)c1ccc(Nc2nnc(C)c3ccccc23)cc1 | -3%
[O-][N+](=Cc1ccccc1)CC1(O)CCCCC1 | -7%
CCc1nn(CC(=O)Nc2ccc(C)cc2C)c(=O)c2cc3sccc3n12 | -9%
CC(=O)c1ccc(NC(=O)c2cc(CC(C)C)on2)cc1 | -3%
CCc1nn2c(=O)cc(COC(=O)c3cccc(NC(=O)c4cccs4)c3)nc2s1 | 5%
CC1CCCCN1C(=O)CNCC1CCCO1 (configuration not stated) | 3%
C[C@H](CO)N1C[C@H](C)[C@@H](CN(C)S(=O)(=O)c2cccc(C#N)c2)OCc2cn(nn2)CCCC1=O | 4%
CC1=C(C(=O)Nc2ccccc2C(=O)N2CCN(c3ccccc3)CC2)SCCO1 | 9%
CCN(CC)S(=O)(=O)c1ccc(N/N=C/c2cccnc2)nc1 | -4%
Cc1cn2c(=O)cc(COC(=O)c3ccc(NC(=O)C(C)Oc4ccccc4)cc3)nc2s1 (configuration not stated) | -6%
Cc1ccn2c(Nc3ccc4c(c3)OCO4)c(-c3ccc(Cl)cc3)nc2c1 | 8%
COc1cc2c(=O)n(Cc3ccccc3Cl)c(=O)n(CC(=O)Nc3ccccc3)c2cc1OC | -7%
